# Source: PubChem
# TrxR1 substrate: substrates of rat thioredoxin reductase 1; AID 588456; Potency, µM (highest dose often 114 µM), without a hit: at the top dose activity change, negative = substrate turnover; purified TrxR1 substrate turnover, NADPH consumption readout; actives 0.01% (n = 390,000); O89049; also: potency is read from the fitted curve at half-maximal effect; % is scaled to controls: 0 for no effect and ±100 for the full control effect; nearly all actives have a fitted effect of over 50% in size
# Target sequence (O89049 whole entry, looked up): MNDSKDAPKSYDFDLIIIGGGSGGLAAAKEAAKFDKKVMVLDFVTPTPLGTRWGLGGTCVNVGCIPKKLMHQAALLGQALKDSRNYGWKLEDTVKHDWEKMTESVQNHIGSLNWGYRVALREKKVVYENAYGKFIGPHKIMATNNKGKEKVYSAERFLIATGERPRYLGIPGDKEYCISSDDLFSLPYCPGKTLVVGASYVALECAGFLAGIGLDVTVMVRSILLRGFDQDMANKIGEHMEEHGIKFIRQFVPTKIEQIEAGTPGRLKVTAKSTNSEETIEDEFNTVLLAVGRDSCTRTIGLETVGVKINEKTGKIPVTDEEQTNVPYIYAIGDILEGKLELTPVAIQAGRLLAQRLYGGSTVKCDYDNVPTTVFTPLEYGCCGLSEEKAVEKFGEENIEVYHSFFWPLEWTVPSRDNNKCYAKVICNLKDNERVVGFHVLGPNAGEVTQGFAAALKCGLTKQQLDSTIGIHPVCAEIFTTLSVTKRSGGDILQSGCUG
#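 Rat TrxR1, dispensed at 90 nM, was prereduced with 400 uM NADPH (final) for 5 min at ~22 deg C, then incubated with compound 15 min before 400 uM selenite. A first-read NADPH fluorescence drop versus no-compound background flagged substrates.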
# TRHR agonist: TRH receptor (human) agonism; actives 0.18% (n = 360,000); P34981; TRHR cells, calcium flux fluo-8, FDSS agonist mode; activation, % at 2 µM; in the data active = activation above about 30%; also: 0% is about no effect
#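 Steps: seed TRHR cells overnight; add fluo-8 no-wash Ca dye, RT 30 min–1.5 h; record 10 s baseline; pin-transfer compounds; monitor fluorescence 1 cycle/s for the agonist window. Calcium increases flag candidate agonists.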
# mIDH1 inhibitor: inhibitors of human mutant IDH1 R132H; O75874; IDH1-R132H enzyme, NADPH consumption, diaphorase/resazurin fluorescence; Potency, µM (titrated, usually from 76.6 µM), without a hit: top-dose activity change, negative = inhibition, most hits filed as inhibitors; actives 0.093% (n = 390,000); AID 602179; also: potency is read from the fitted curve at half-maximal effect; % is scaled to controls: 0 for no effect and ±100 for the full control effect; nearly all actives have a fitted effect of over 65% in size
# Target sequence (O75874 whole entry R132H, stated change not applied): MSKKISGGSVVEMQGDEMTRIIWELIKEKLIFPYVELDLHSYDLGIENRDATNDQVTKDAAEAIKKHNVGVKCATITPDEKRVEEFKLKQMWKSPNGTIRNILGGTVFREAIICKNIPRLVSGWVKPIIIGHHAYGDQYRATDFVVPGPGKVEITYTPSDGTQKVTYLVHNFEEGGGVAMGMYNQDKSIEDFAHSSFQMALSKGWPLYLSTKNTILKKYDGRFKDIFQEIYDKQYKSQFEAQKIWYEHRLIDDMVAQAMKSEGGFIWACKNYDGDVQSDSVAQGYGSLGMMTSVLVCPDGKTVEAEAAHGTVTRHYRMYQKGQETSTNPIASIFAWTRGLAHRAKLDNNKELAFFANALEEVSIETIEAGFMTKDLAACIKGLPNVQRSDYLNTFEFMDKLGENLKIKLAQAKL
#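 IDH1-R132H (0.5 ug/mL) preincubated 30 min with compound, then NADPH (0.016 mM) and alpha-KG (2 mM) added; 80 min at RT, pH 7.5. Remaining NADPH coupled via diaphorase/resazurin to fluorescence (540/590 nm); concentration-response curves normalized to no-enzyme control.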
# D2 ag: D2 dopamine receptor (human) agonism; actives 0.53% (n = 340,000); activation, % at 2 µM; P14416; HEK293 T-REx D2 cells, calcium flux agonist mode;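 active = activation over 3 SD above normal in the single-dose calcium agonist read, cut at about 30% in these data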; also: 0% is about no effect
#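 Calcium-flux readout, 1 cycle/sec over 180 s following compound pin transfer, in inducible HEK293 Trex D2 cells (force-coupled); dopamine controls included. Positive calcium responses during this window marked compounds as potential agonists.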
# PI4K2A block: blocks human PI4K2A kinase activity. Q9BTU6. purified PI4K2A, ADP-Glo luminescence, 1 h; stronger effect = lower value. activity change, negative = inhibition, % at 76.9 µM. actives 0.13% (n = 420,000). AID 1346378; in the data active = activity change below about -50%; inconclusive = mostly about -30% to -49%;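 also: -100% = wells without enzyme as full effect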
#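 PI4K2A activity was measured by ADP-Glo luminescence: enzyme (4 ug/mL stock) and phosphatidylinositol (1.2 mM stock) in Tris pH 7.5/MgCl2/EGTA/Triton X-100 buffer were reacted with ATP (300 microM stock) for one hour at ambient temperature.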
# rTrxR1 inhibitor: rat TrxR1 inhibition. AID 588453. actives 1% (n = 390,000). Potency, µM (series often up to 114 µM), inactives show at the top dose activity change, negative = inhibition, hits mostly inhibitors. O89049. recombinant rTrxR1, NADPH fluorescence consumption, selenite substrate; also: potency is read from the fitted curve at half-maximal effect; % is scaled to controls: 0 for no effect and ±100 for the full control effect; nearly all actives have a fitted effect of over 65% in size
#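 Rat TrxR1 (90 nM in the dispensed reagent) was pre-reduced with 400 uM NADPH for 5 min at room temperature, then incubated with compound for 15 min. After 400 uM selenite was added, NADPH fluorescence (Ex 340/Em 450 nm) was followed for 8 min.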
# D2 antag: D2 dopamine receptor (human) antagonism. P14416. HEK293 TREx D2 cells, calcium flux, dopamine EC80. inhibition, % at 10 µM. actives 2% (n = 340,000). AID 485344; in the data active = inhibition above about 30%; also: 0% is about no effect
#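 Overnight-induced (tetracycline, 30 C) HEK293 T-REx cells carrying force-coupled D2 receive a no-wash calcium dye, then compound, then EC80 dopamine at 180 s; signals are read kinetically throughout.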
# TRHR enhancer: TRH receptor (human) allosteric enhancement; P34981; TRHR cells, fluo-8 calcium fluorescence, EC20 TRH enhancement; actives 0.66% (n = 360,000); enhancement, % at 2 µM; in the data active = enhancement above about 30%; also: 0% is about no effect
#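 Enhancer read-out: after compound pinning and an initial kinetic agonist-mode read, an EC20 of TRH (10 nM final) was injected and fluo-8 calcium signal (Ex 480/Em 530) followed at 1 s/cycle for 100 cycles in TRHR-expressing cells.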
# USP1 inh: USP1/UAF1 (human) deubiquitinase inhibition. O94782. recombinant USP1/UAF1, Ub-Rhodamine cleavage fluorescence. Potency, µM (highest dose often 57.1 µM), for the others: at the highest dose activity change, negative = inhibition, actives largely listed as inhibitors. actives 0.23% (n = 390,000); also: potency is read from the fitted curve at half-maximal effect; % is scaled to controls: 0 for no effect and ±100 for the full control effect; nearly all actives have a fitted effect of over 60% in size; inactives centre near -12
#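 USP1/UAF1 complex at 1 nM was preincubated with compound for 15 min at room temperature, then Ub-Rho substrate (150nM final) was added. Fluorescence (480/540 nm) was read kinetically, 6 reads every 60 seconds.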
# An asterisk follows results filed as active; u = inconclusive; x = no result given; & = joins results of further samples; [ ] = another dose, or the depositor's remark. Unless noted, calls follow the shape of the dose curve; as a rule, active = well fitted inhibition curve with a large enough effect; inconclusive = small, poorly fitted or top-dose-only effect; inactive = no such curve, though single readings can be large or run the other way.
1) CNc1c(NS(=O)(=O)c2ccc(F)c(Cl)c2)c(=O)oc2ccccc12
2) CCOc1ccccc1C1C(C(N)=O)=C(C)Nc2nc(-c3ccccc3Cl)nn21 (stereo unspecified)
3) CCSc1nnc(NC(=O)Cc2cccc(OC)c2)s1
4) Cc1ccc(NC(=O)C2CCN(S(=O)(=O)c3ccc4c(c3)CCCC(=O)N4)CC2)c(Cl)c1
5) Nc1ncnc2c1ncn2C1OC(C(=O)NC2CC2)C(O)C1O (stereo unspecified)
6) O=C(NCCN1CCN(c2ccccc2)CC1)C1CCN(S(=O)(=O)c2cccs2)CC1

Assay by compound,1,2,3,4,5,6
TrxR1 substrate,3%,-3%&2%,-4%,2%,9%,8%[57.1 µM]
TRHR agonist,0.0,-0.1,-0.7,-0.5,2.5,1.2
mIDH1 inhibitor,5%,13%&-6%,0%,-2%,19%,1%
D2 ag,-0.2,x,-3.2,x,-0.4,x
PI4K2A block,-2,6&0,6,-2,-16,4
rTrxR1 inhibitor,18%,-15%&-5%,-1%,25%,22%,10%[57.1 µM]
D2 antag,-26,x,10,x,6,x
TRHR enhancer,-2,-2,0,4,21,-5
USP1 inh,-10%,-11%&-6%,-10%,-30%,-27%,-16%

7) COCCN1Cc2cccc(C(=O)Nc3cc(OC)ccc3OC)c2C1=O
8) COc1cc(OC)c(C2C3=C(CCCC3=O)Nc3nc4ccccc4n32)cc1OC (stereo unspecified)
9) O=C(N/N=C/c1ccc(O)cc1)c1cccc(N/N=C/c2ccc(O)cc2)c1
10) Cc1nc2c3ccccc3nc(NNC(=O)CCC(=O)O)n2n1
11) CC(C)N(Cc1ccccc1)C(=O)CC(=O)N(Cc1ccccc1)C(C)C
12) CC(NS(=O)(=O)/C=C/c1ccccc1)C(=O)NCCc1ccc(S(N)(=O)=O)cc1 (stereo unspecified)

Assay by compound,7,8,9,10,11,12
TrxR1 substrate,5%,-13%,-10%,-5%,-6%,1%
TRHR agonist,-0.3,0.6,-0.5,-0.3,1.0,-0.1
mIDH1 inhibitor,2%,2%,17%,-5%,2%,-1%
D2 ag,-0.3,-0.3,0.2,-0.5,-0.1,0.3
PI4K2A block,2,5,6,0,-5,-1
rTrxR1 inhibitor,10%,-15%,1%,8%,9%[57.1 µM],11%
D2 antag,-9,13,-14,x,1,12
TRHR enhancer,1,8,-4,-6,2,0
USP1 inh,-21%,-20%,-13%,-18%,-3%,-2%

13) Cc1ccc2nc(-c3ccc(NC(=O)COCC(=O)O)cc3)sc2c1
14) O=C(CN1C(=O)NC(c2ccccc2)(c2ccccc2)C1=O)NCC(=O)Nc1ccc(F)cc1
15) C=CC[C@H](CC(=O)N(CCO)Cc1ccccc1)C(=O)N[C@@H](COC(=O)[C@@H](CC=C)Cc1ccc(F)cc1)Cc1c[nH]c2ccccc12
16) O=C(CSc1nnc(-c2ccccc2O)o1)Oc1ccc(Br)cc1
17) O=C(N/C=C\c1ccccc1)NCc1ccc(Cl)cc1
18) O=C(Nc1nnc(S(=O)(=O)N2CCCCCC2)s1)c1ccccc1

Assay by compound,13,14,15,16,17,18
TrxR1 substrate,57%[activator][57.1 µM],-15%,-4%,31%[activator],18%[57.1 µM],-3%&-16%
TRHR agonist,0.8,0.2,x,-0.1,-0.3,-0.2&0.4
mIDH1 inhibitor,16%,3%,8%,0%,1%,12%&18%
D2 ag,0.0,-0.3,x,x,-0.5,0.2
PI4K2A block,-5,1,-3,-7,-6,5&0
rTrxR1 inhibitor,-20%,-12%,20%,-16%,53%[activator][57.1 µM],0%
D2 antag,-5,-20,x,x,-19,x
TRHR enhancer,8,-3,x,4,0,-5&1
USP1 inh,5%,-6%,-14%,-17%,-11%,-20%&-13%

19) O=C1OCCN1C(=O)[C@H]1[C@H](c2ccc(Cl)cc2)C(c2ccccc2)=NN1c1ccc(Br)cc1
20) COc1cc(NC(=O)CCCN2C(=O)NC(C)(C)C2=O)cc(OC)c1
21) CCc1ccc(NC(=O)Cn2c(=O)n(-c3ccccc3)c(=O)c3ccc(C(=O)NCc4ccc5c(c4)OCO5)cc32)cc1
22) O=C(O)c1cccc(C(=O)O)c1Br
23) c1ccc2sc(SCSc3nc4ccccc4s3)nc2c1
24) COc1cccc(C(=O)NCC(=O)OCC(=O)Nc2ncc(Cl)cc2Cl)c1

Assay by compound,19,20,21,22,23,24
TrxR1 substrate,62%[activator],8%,18%,1%[57.1 µM],-2%,15%[57.1 µM]
TRHR agonist,x,0.8,1.0,0.2,1.0,-0.4
mIDH1 inhibitor,-5%,6%,12%,13%,6%,2%
D2 ag,x,-0.4,1.3,0.8,32*,1.2
PI4K2A block,-1,0,2,-3,-6,-6
rTrxR1 inhibitor,56%[activator],18%,19%,-11%[57.1 µM],-6%,42%[activator][57.1 µM]
D2 antag,x,-1,x,1,12,5
TRHR enhancer,x,20,11,-3,-4,-4
USP1 inh,-12%,-13%,-13%,-15%,-13%,-7%

# Ordered by molecular weight (falling): part of the list above.
2) CCOc1ccccc1C1C(C(N)=O)=C(C)Nc2nc(-c3ccccc3Cl)nn21 (stereo unspecified)
16) O=C(CSc1nnc(-c2ccccc2O)o1)Oc1ccc(Br)cc1
7) COCCN1Cc2cccc(C(=O)Nc3cc(OC)ccc3OC)c2C1=O
13) Cc1ccc2nc(-c3ccc(NC(=O)COCC(=O)O)cc3)sc2c1
20) COc1cc(NC(=O)CCCN2C(=O)NC(C)(C)C2=O)cc(OC)c1
5) Nc1ncnc2c1ncn2C1OC(C(=O)NC2CC2)C(O)C1O (stereo unspecified)
17) O=C(N/C=C\c1ccccc1)NCc1ccc(Cl)cc1

Assay by compound,2,16,7,13,20,5,17
TrxR1 substrate,-3%&2%,31%[activator],5%,57%[activator][57.1 µM],8%,9%,18%[57.1 µM]
TRHR agonist,-0.1,-0.1,-0.3,0.8,0.8,2.5,-0.3
mIDH1 inhibitor,13%&-6%,0%,2%,16%,6%,19%,1%
D2 ag,x,x,-0.3,0.0,-0.4,-0.4,-0.5
PI4K2A block,6&0,-7,2,-5,0,-16,-6
rTrxR1 inhibitor,-15%&-5%,-16%,10%,-20%,18%,22%,53%[activator][57.1 µM]
D2 antag,x,x,-9,-5,-1,6,-19
TRHR enhancer,-2,4,1,8,20,21,0
USP1 inh,-11%&-6%,-17%,-21%,5%,-13%,-27%,-11%

# Next records:
25) O=C(NCc1ccccc1)c1csc(-c2cccnc2)n1
26) Cc1ccc(Nc2c(-c3ccccn3)nc3ccc(C)cn23)cc1
27) CC(C)Oc1ccc(S(=O)(=O)N2CCCCC2)cc1NC(=O)CN1CCCC1c1cccs1 (stereo unspecified)
28) CCCc1nn(C)c(C(=O)Nc2ccccc2)c1Cl
29) CCC(C)(C)NC(=O)CN(C(=O)CCC(=O)Nc1nccs1)c1ccc2c(c1)OCO2
30) O=C(CN1CC(c2ccccc2)CC1=O)N/N=C/c1cc(Br)ccc1O (stereo unspecified)

Assay by compound,25,26,27,28,29,30
TrxR1 substrate,1%,-2%,9%,-8%,5%[57.1 µM],-13%
TRHR agonist,0.0,-0.8,0.1,-1.2,-0.1,-0.8
mIDH1 inhibitor,6%,-4%,3%,2%,4%,6%
D2 ag,0.7,-1.1,0.0,-1.5,-3.1,0.2
PI4K2A block,-21,3,-1,2,-4,0
rTrxR1 inhibitor,-1%[57.1 µM],-15%,13%,-9%,10%[57.1 µM],-11%
D2 antag,12,-6,33*,9,-1,-18
TRHR enhancer,2,14,-6,2,-5,2
USP1 inh,-3%,-7%,-13%,-3%,-4%,-14%

31) CCOC(=O)c1nc(Nc2ccc(Cl)cc2)c2c(C)noc2n1
32) O=C(CSc1nc(-c2ccco2)cc(C(F)(F)F)n1)NCC1CCCO1 (stereo unspecified)
33) CCN(c1cc(C)cc(C)c1)S(=O)(=O)c1nnc(NC(=O)c2ccco2)s1
34) COc1ccc(C(=O)N2CCN(S(=O)(=O)c3ccc(Br)cc3)CC2)cc1
35) O=C(c1cn(-c2ccccc2)nc1-c1cc2ccccc2oc1=O)N1CCOCC1
36) O=c1[nH]c(/C=C\c2ccc(O)cc2)nc(O)c1[N+](=O)[O-]

Assay by compound,31,32,33,34,35,36
TrxR1 substrate,-2%[57.1 µM],6%,-2%[57.1 µM],8%,35%[activator],-25%
TRHR agonist,-0.1,0.0,-0.4&0.5,0.0,-0.1,-0.5
mIDH1 inhibitor,-10%,-1%,-16%&-18%,12%,2%,2%
D2 ag,-1.3,0.5,0.0&0.8,-0.1,1.2,1.0
PI4K2A block,2,0,0&-5,-4,4,-10
rTrxR1 inhibitor,4%[57.1 µM],u,-16%[57.1 µM],29%,-20%,u
D2 antag,x,21,15,18,-7,9
TRHR enhancer,-2,-3,6&-4,-2,0,-3
USP1 inh,-22%,-18%,u,-26%,3%,u

37) CCOc1ccc2nc(SCC(=O)c3ccc(Cl)s3)sc2c1
38) O=c1c2ccccc2nc(/C=C/c2ccc(O)cc2)n1CCc1ccccc1
39) COc1ccc(NS(=O)(=O)c2cccc(C(=O)NC3CCN(Cc4ccccc4)CC3)c2)cc1
40) O=C(COC(=O)c1nc(Cl)ccc1Cl)NC(=O)c1ccccc1

Assay by compound,37,38,39,40
TrxR1 substrate,-10%,1%[57.1 µM],5%,-4%
TRHR agonist,0.8,1.9,1.1,1.4
mIDH1 inhibitor,6%,-8%,-2%,-2%
D2 ag,0.7,1.1,0.4,x
PI4K2A block,-1,0,0,2
rTrxR1 inhibitor,-21%,-7%[57.1 µM],16%,4%
D2 antag,6,11,16,x
TRHR enhancer,-2,-5,12,23
USP1 inh,-13%,-17%,-15%,4%
